cln2 rad14: NCI yeast anticancer drug screen, S. cerevisiae cln2 rad14 strain | % growth inhibition at 50 µM | 78,000 tested, 8.3% active | AID 165, 2004;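 also: 0% = growth of vehicle-only cultures of the same strain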
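The screen exposed genetically defined yeast (cln2 rad14) to test compounds and scored growth inhibition relative to vehicle-treated controls.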
yeast mlh1 rad18: NCI yeast anticancer drug screen, S. cerevisiae mlh1 rad18 strain; growth inhibition, % at 50 µM; 79,000 tested, 11% active;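 also: 0% = growth of vehicle-only cultures of the same strain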
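Yeast w/ defined DNA-repair lesions; compound exposure; growth vs vehicle controls → % inhibition.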
yeast rad50: NCI yeast anticancer drug screen, S. cerevisiae rad50 strain. growth inhibition, % at 50 µM. 79,000 tested, 10% active;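 also: 0% = growth of vehicle-only cultures of the same strain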
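Genetically altered yeast (DNA repair pathway); compound treatment; growth inhibition vs vehicle ctrl.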
sgs1 mgt1: NCI yeast anticancer drug screen, S. cerevisiae sgs1 mgt1 strain; AID 161, 2004; growth inhibition, % at 50 µM; 78,000 tested, 10% active;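 also: 0% = growth of vehicle-only cultures of the same strain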
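Genetically altered yeast, compound exposure, growth inhibition relative to vehicle.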
bub3: NCI yeast anticancer drug screen, S. cerevisiae bub3 mutant strain. % growth inhibition at 50 µM. 78,000 tested, 9.9% active;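 also: 0% = growth of vehicle-only cultures of the same strain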
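Screening used yeast with an engineered genetic alteration affecting cell cycle control. Compound-exposed cultures were compared with vehicle cultures, and reduced growth was taken as inhibition.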
mec2-1: NCI yeast anticancer drug screen, S. cerevisiae mec2-1 strain; % growth inhibition at 50 µM; 79,000 tested, 9% active;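 also: 0% = growth of vehicle-only cultures of the same strain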
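Vehicle-treated cultures served as reference for growth inhibition of compound-exposed mec2-1 yeast.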
* = called active by the depositor; & = joins results of further samples. Rule as the data show it: active = growth inhibition above about 70%; inactive = the rest. Hits appear at their usual frequency; about 14% have a hit in one of these screens.

`CCCNC(=O)CCC(NS(=O)(=O)c1ccc(NC(C)=O)cc1)C(=O)O` (stereo not given) gave cln2 rad14 7, yeast mlh1 rad18 -15, yeast rad50 7, sgs1 mgt1 -15, bub3 -7 and mec2-1 -7.
Screening CCOC(=O)c1[nH]c2c([N+](=O)[O-])cccc2c1[N+](=O)[O-] returned cln2 rad14 99*, yeast mlh1 rad18 99*, yeast rad50 97*, sgs1 mgt1 95*, bub3 99* and mec2-1 98*.
For O=C(O)C1CC(C2CCCCN2)CN2CCCCC12 (stereo not given) the results were cln2 rad14 4, yeast mlh1 rad18 -13, yeast rad50 -3, sgs1 mgt1 25, bub3 14 and mec2-1 -4.
For COc1cc2c(c(OC)c1OC)C(=O)c1c(O)cc(C)c(OC)c1C2=O the results were cln2 rad14 14, yeast mlh1 rad18 11, yeast rad50 -13, sgs1 mgt1 8, bub3 11 and mec2-1 -17.
For CC(=O)CCn1ncc(Cl)c(Cl)c1=O the results were cln2 rad14 8, yeast mlh1 rad18 4, yeast rad50 1, sgs1 mgt1 4, bub3 1 and mec2-1 -18.
For Cc1cccc(N(CCO)CCO)c1 the results were cln2 rad14 -57, yeast mlh1 rad18 -23, yeast rad50 -11, sgs1 mgt1 -24, bub3 5 and mec2-1 -9.
Screening COCCN1CCC(CO)C1 (stereo not given) returned cln2 rad14 2, yeast mlh1 rad18 10, yeast rad50 5, sgs1 mgt1 20, bub3 12 and mec2-1 12.
For O=S(=O)(c1ccccc1)c1ccccc1Br the results were cln2 rad14 -18, yeast mlh1 rad18 35, yeast rad50 8, sgs1 mgt1 -3, bub3 -10 and mec2-1 15.
Screening COC(=O)C1=CO[C@@H](O)[C@@H]2C(C)OC(=O)C[C@H]12 (stereo not given in full) returned cln2 rad14 3, yeast mlh1 rad18 -15, yeast rad50 -8, sgs1 mgt1 -7, bub3 -11 and mec2-1 -28.
CCCCNc1ccc2c(c1)C(O)c1ccccc1-2 (stereo not given) was read as cln2 rad14 -27, yeast mlh1 rad18 22, yeast rad50 8, sgs1 mgt1 23, bub3 3 and mec2-1 -11.
`COc1ccc(/C=N/NC(=O)CCCCCCCCC(=O)N/N=C/c2ccc(OC)c(OC)c2)cc1OC` gave cln2 rad14 -50, yeast mlh1 rad18 -12, yeast rad50 -26, sgs1 mgt1 -23, bub3 -1 and mec2-1 -13.
CC(NNC(=O)c1ccncc1)c1ccc(Cl)cc1Cl (stereo not given) was read as cln2 rad14 23, yeast mlh1 rad18 -16, yeast rad50 -20, sgs1 mgt1 -22, bub3 14 and mec2-1 9.
For CCOC(=O)C(CCC#N)(CCC#N)C(C)=O the results were cln2 rad14 -65, yeast mlh1 rad18 15, yeast rad50 -8, sgs1 mgt1 -5, bub3 0 and mec2-1 -2.
`Cc1cccc(C)c1NC(=S)N(CCC#N)C1CC(C)CC(C)(C)C1` (stereo not given) gave cln2 rad14 -3, yeast mlh1 rad18 -20, yeast rad50 3, sgs1 mgt1 20, bub3 20 and mec2-1 4.
CCCCCCCCCCCCCCCC(CCCCCCCCCCCCCCC)=NO was read as cln2 rad14 -2, yeast mlh1 rad18 10, yeast rad50 27, sgs1 mgt1 14, bub3 1 and mec2-1 -3.
For O=C(O)c1nccc2c(O)cccc12 the results were cln2 rad14 -20, yeast mlh1 rad18 3, yeast rad50 -6, sgs1 mgt1 -16, bub3 -24 and mec2-1 -4.
Screening COc1cc2c(c([N+](=O)[O-])c1)NC(=O)C(c1ccccc1)S2 (stereo not given) returned cln2 rad14 23, yeast mlh1 rad18 -4, yeast rad50 -16, sgs1 mgt1 -3, bub3 16 and mec2-1 -12.
CCC(=O)Oc1ccc[nH]c1=O was read as cln2 rad14 25, yeast mlh1 rad18 14, yeast rad50 2, sgs1 mgt1 5, bub3 10 and mec2-1 21.
CC1OC(CO)C2OC(C)OCC2O1 (stereo not given) was read as cln2 rad14 -18, yeast mlh1 rad18 4, yeast rad50 -14, sgs1 mgt1 -13, bub3 6 and mec2-1 -14.
For O=C1c2ccc3ccccc3c2CN2C(=O)CCC12 (stereo not given) the results were cln2 rad14 -4, yeast mlh1 rad18 24, yeast rad50 25, sgs1 mgt1 22, bub3 6 and mec2-1 -7.
For CCCCCCCCCCCCCCCC(=O)NOCc1cscn1 the results were cln2 rad14 -22, yeast mlh1 rad18 6, yeast rad50 -1, sgs1 mgt1 -3, bub3 -13 and mec2-1 -29.
`O=C(CC(c1ccccc1)c1ccccc1)c1ccccc1` gave cln2 rad14 33&28, yeast mlh1 rad18 16&21, yeast rad50 4&6, sgs1 mgt1 -19&2, bub3 -6&-5 and mec2-1 4&25.
COc1ccc2c(c1)CCc1c(C(C)=O)c3ccccc3n1C2 was read as cln2 rad14 15, yeast mlh1 rad18 2, yeast rad50 20, sgs1 mgt1 46, bub3 47 and mec2-1 -13.
`COC(OC)(c1ccccc1)C(I)I` gave cln2 rad14 99*, yeast mlh1 rad18 99*, yeast rad50 99*, sgs1 mgt1 99*, bub3 99* and mec2-1 99*.
Screening CC1(C)C2CCC(=O)C1CC2 (stereo not given) returned cln2 rad14 13, yeast mlh1 rad18 -43, yeast rad50 7, sgs1 mgt1 -23, bub3 -37 and mec2-1 14.
`COc1ccccc1NC(=O)CC(=O)N1N=C(C)C(N=Nc2ccc(I)cc2)C1=O` (stereo not given) gave cln2 rad14 -40, yeast mlh1 rad18 86*, yeast rad50 93*, sgs1 mgt1 83*, bub3 33 and mec2-1 11.
Screening O=[N+]([O-])c1cccc2nc3ccccc3c(NCCCn3ccnc3[N+](=O)[O-])c12 returned cln2 rad14 87*, yeast mlh1 rad18 79*, yeast rad50 80*, sgs1 mgt1 85*, bub3 58 and mec2-1 87*.
CCN(CC)C(C)(C)C(=O)/C=C/c1ccc(OC)cc1 was read as cln2 rad14 13, yeast mlh1 rad18 -18, yeast rad50 -12, sgs1 mgt1 -33, bub3 10 and mec2-1 -15.
Screening CCOc1ccc(NCC(=O)N2CC(=O)Nc3ccccc32)cc1 returned cln2 rad14 -5, yeast mlh1 rad18 -35, yeast rad50 -20, sgs1 mgt1 -40, bub3 -42 and mec2-1 -22.
`COc1ccc(N(Cc2ccccc2)c2nn[nH]n2)cc1` gave cln2 rad14 12, yeast mlh1 rad18 -20, yeast rad50 14, sgs1 mgt1 -3, bub3 -6 and mec2-1 -18.
CCCCCCCCCCCCCCCCCC(=O)N/N=C/c1ccccc1OC was read as cln2 rad14 -2, yeast mlh1 rad18 28, yeast rad50 7, sgs1 mgt1 9, bub3 -2 and mec2-1 12.
Cc1cc2oc(=O)cc(C)c2cc1C was read as cln2 rad14 11, yeast mlh1 rad18 14, yeast rad50 10, sgs1 mgt1 18, bub3 3 and mec2-1 5.
For CCc1ccc(CCSc2ccccc2)nc1 the results were cln2 rad14 -20, yeast mlh1 rad18 -21, yeast rad50 -1, sgs1 mgt1 24, bub3 -6 and mec2-1 -2.
For c1ccc(-c2cc(-c3ccccc3)on2)cc1 the results were cln2 rad14 -15, yeast mlh1 rad18 39, yeast rad50 48, sgs1 mgt1 57, bub3 25 and mec2-1 -8.
Screening OC1CCCCC1Cc1ccccc1 (stereo not given) returned cln2 rad14 -3, yeast mlh1 rad18 10, yeast rad50 13, sgs1 mgt1 28, bub3 0 and mec2-1 16.
For O=[N+]([O-])c1cc(S(=O)(=O)Nc2ccccc2)ccc1Nc1ccccc1 the results were cln2 rad14 80*, yeast mlh1 rad18 78*, yeast rad50 80*, sgs1 mgt1 85*, bub3 76* and mec2-1 81*.
Screening O=C(Nc1ccc(Cl)c(Cl)c1)Nc1ccccc1O returned cln2 rad14 53, yeast mlh1 rad18 76*, yeast rad50 46, sgs1 mgt1 49, bub3 64 and mec2-1 40.
Screening COc1ccc2nc3cc(Cl)ccc3c(NCCC3CCCN4CCCCC34)c2c1 (stereo not given) returned cln2 rad14 22, yeast mlh1 rad18 33, yeast rad50 33, sgs1 mgt1 15, bub3 12 and mec2-1 26.
`Clc1ccc(CN2COc3c(ccc4cccnc34)C2)cc1` gave cln2 rad14 78*, yeast mlh1 rad18 93*, yeast rad50 97*, sgs1 mgt1 99*, bub3 77* and mec2-1 65.
`CCc1c(C)[nH]c(C2=NCCC2)c1C` gave cln2 rad14 -2, yeast mlh1 rad18 -25, yeast rad50 -11, sgs1 mgt1 -18, bub3 -13 and mec2-1 -10.
Screening O=C(Cc1ccccn1)c1cccnc1 returned cln2 rad14 -27, yeast mlh1 rad18 -4, yeast rad50 -1, sgs1 mgt1 -5, bub3 -17 and mec2-1 -10.
CCn1c2[n+](c3ccccc31)CCC2 was read as yeast mlh1 rad18 4, yeast rad50 -29 and mec2-1 -35.
CCn1c(=O)c2c3ccc(O)cc3[nH]c2c2ccc(O)cc21 was read as cln2 rad14 -15, yeast mlh1 rad18 -44, yeast rad50 -64, sgs1 mgt1 -5, bub3 -24 and mec2-1 -75.
`Cc1cc(N)ccc1N=Nc1ccc(S(=O)(=O)CCOS(=O)(=O)O)cc1` gave cln2 rad14 -5, yeast mlh1 rad18 -75, yeast rad50 11, sgs1 mgt1 -7, bub3 -37 and mec2-1 -8.
`CC(C)CNC(=O)CCc1cccc2c1oc1c(CCN)cccc12` gave cln2 rad14 30, yeast mlh1 rad18 14, yeast rad50 -7, sgs1 mgt1 8, bub3 9 and mec2-1 -6.
For O=C(O)c1c(O)c(O)cc2ccccc12 the results were cln2 rad14 -52, yeast mlh1 rad18 23, yeast rad50 24, sgs1 mgt1 -13, bub3 26 and mec2-1 -18.

Random excerpt: 5 compounds from above
Screening O=C(Cc1ccccn1)c1cccnc1 returned cln2 rad14 -27, yeast mlh1 rad18 -4, yeast rad50 -1, sgs1 mgt1 -5, bub3 -17 and mec2-1 -10.
`CCc1c(C)[nH]c(C2=NCCC2)c1C` gave cln2 rad14 -2, yeast mlh1 rad18 -25, yeast rad50 -11, sgs1 mgt1 -18, bub3 -13 and mec2-1 -10.
`Clc1ccc(CN2COc3c(ccc4cccnc34)C2)cc1` gave cln2 rad14 78*, yeast mlh1 rad18 93*, yeast rad50 97*, sgs1 mgt1 99*, bub3 77* and mec2-1 65.
For O=C(O)c1c(O)c(O)cc2ccccc12 the results were cln2 rad14 -52, yeast mlh1 rad18 23, yeast rad50 24, sgs1 mgt1 -13, bub3 26 and mec2-1 -18.
Screening O=C(Nc1ccc(Cl)c(Cl)c1)Nc1ccccc1O returned cln2 rad14 53, yeast mlh1 rad18 76*, yeast rad50 46, sgs1 mgt1 49, bub3 64 and mec2-1 40.
